SNCA expr inhib – inhibitors of alpha-synuclein (SNCA) gene expression; Potency, µM (top dose mostly 57.2 µM), without a hit: at the top dose activity change, negative = inhibition, actives largely listed as inhibitors; hit rate 0.17% among 140,000; HEK-293 SNCA-luciferase knock-in, luminescence, 24 h;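 also: potency is read from the fitted curve at half-maximal effect; plate controls were DMSO cells for no effect and cell-free wells for full effect; nearly all actives have a fitted effect of over 45% in size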
NIH3T3 tox – NIH 3T3 cell cytotoxicity | Potency, µM (top dose mostly 96.7 µM), for inactives: top-dose activity change, negative = cytotoxicity, most hits filed as inhibitors | hit rate 4.3% among 94,000 | AID 1345082 | NIH 3T3 viability, CellTiter-Glo ATP luminescence, 48-72 h; also: potency is read from the fitted curve at half-maximal effect; nearly all actives have a fitted effect of over 55% in size
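Viability of NIH 3T3 cells after 48 or 72 hr compound treatment at 37 °C was assessed by CellTiter-Glo, with luminescence imaged following a 10 min room-temperature step.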
GPT2 inhibitor – GPT2 alanine aminotransferase inhibition; Q8TD30; Recombinant GPT2, coupled pyruvate oxidase/HRP Amplex Red fluorescence; Potency, µM (titrated, usually from 57.7 µM), for inactives: at the top dose activity change, negative = inhibition, usual class: inhibitors; hit rate 0.25% among 100,000; AID 1671188; also: potency is read from the fitted curve at half-maximal effect; nearly all actives have a fitted effect of over 60% in size; many of its hits are not listed in these tables
Target sequence (Q8TD30 whole entry, looked up): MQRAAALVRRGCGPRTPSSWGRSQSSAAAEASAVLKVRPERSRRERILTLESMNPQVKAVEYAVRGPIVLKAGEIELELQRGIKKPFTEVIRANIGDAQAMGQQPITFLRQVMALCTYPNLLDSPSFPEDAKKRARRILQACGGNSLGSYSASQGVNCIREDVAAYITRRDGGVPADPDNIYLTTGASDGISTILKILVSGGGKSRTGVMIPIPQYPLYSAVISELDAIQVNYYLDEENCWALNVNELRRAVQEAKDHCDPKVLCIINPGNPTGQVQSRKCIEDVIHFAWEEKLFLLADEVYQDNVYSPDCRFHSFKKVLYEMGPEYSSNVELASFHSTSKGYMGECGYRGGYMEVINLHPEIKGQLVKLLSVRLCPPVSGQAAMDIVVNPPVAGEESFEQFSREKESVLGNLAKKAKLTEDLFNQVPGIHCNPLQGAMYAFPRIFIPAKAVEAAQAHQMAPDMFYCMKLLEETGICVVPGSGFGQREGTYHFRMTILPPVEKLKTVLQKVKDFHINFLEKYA
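Recombinant GPT2 (10ng/uL) with 250uM a-KG and 2mM L-alanine, 30 min at room temperature, in HEPES pH 7.5 buffer. Pyruvate detected by pyruvate oxidase/HRP/Amplex Red fluorescence after 30 min in the dark; AOA (50uM) as positive control.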
HEK293 tox – HEK 293 cell cytotoxicity; AID 1345083; hit rate 6.6% among 94,000; HEK 293 viability, ATP luminescence (CellTiter-Glo), 48-72 h; Potency, µM (titrated, usually from 115 µM), inactives show top-dose activity change, negative = cytotoxicity, most hits filed as inhibitors; also: potency is read from the fitted curve at half-maximal effect; nearly all actives have a fitted effect of over 60% in size
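Cytotoxicity was scored by loss of ATP-coupled luminescence (CellTiter-Glo) in HEK 293 cells. Compound treatment ran 48 or 72 hr at 37 degree Celsius, 5% CO2, 95% humidity.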
FLuc inh – inhibitors of firefly (Photinus pyralis) luciferase; Potency, µM (series often up to 115 µM), without a hit: at the top dose activity change, negative = inhibition, most hits filed as inhibitors; purified P. pyralis luciferase, luminescence, biochemical; P08659; hit rate 2.5% among 76,000; also: potency is read from the fitted curve at half-maximal effect; nearly all actives have a fitted effect of over 65% in size
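Luminescence read by CCD imager after adding enzyme (10nM final) to wells holding compound, titrated in qHTS. Substrates 10uM each D-luciferin and ATP; buffer 50mM Tris acetate pH 7.5, 10mM Mg acetate, Tween-20, BSA.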
IP6K1 inh – inhibitors of human IP6K1; IP6K1 kinase, ADP-Glo luminescence, 2 h; active compounds read low; activity change, % (series mostly up to about 58 µM); AID 1645851; hit rate 0.81% among 140,000; in the data active = activity change below about -25%
Target sequence (Q92551 whole entry, looked up): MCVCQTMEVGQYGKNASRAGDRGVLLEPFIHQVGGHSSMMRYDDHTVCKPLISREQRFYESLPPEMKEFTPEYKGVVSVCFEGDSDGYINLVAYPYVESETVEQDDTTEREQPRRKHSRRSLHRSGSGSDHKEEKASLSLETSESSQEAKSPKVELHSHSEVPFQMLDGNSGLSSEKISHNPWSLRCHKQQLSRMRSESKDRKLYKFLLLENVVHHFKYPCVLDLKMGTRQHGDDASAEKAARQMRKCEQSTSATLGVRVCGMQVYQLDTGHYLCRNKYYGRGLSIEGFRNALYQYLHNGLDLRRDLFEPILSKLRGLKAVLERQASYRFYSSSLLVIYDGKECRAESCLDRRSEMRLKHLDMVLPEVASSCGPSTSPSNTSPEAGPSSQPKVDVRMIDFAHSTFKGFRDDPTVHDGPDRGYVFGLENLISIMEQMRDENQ
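ADP-Glo luminescence measures ADP made by human IP6K1 during a 2 h RT reaction with ATP/IP6 (mix at 1.3 mM/130 uM); top library doses 57.5 and 19.1 uM final.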
SNCA viab count – counter-screen for SNCA expression inhibitors: cell viability; HEK-293-SNCA-luc viability, GF-AFC fluorescence, 24 h; Potency, µM (doses to about 57.1 µM), without a hit: at the top dose activity change, negative = cytotoxicity, most hits filed as cytotoxic; hit rate 0.12% among 150,000; AID 1671193;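 also: potency is read from the fitted curve at half-maximal effect; 0% = DMSO-treated cells and -100% = medium-only wells without cells; nearly all actives have a fitted effect of over 30% in size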
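Cytotoxicity counterscreen: after 24 h compound treatment of genome-edited SNCA-luciferase HEK-293 cells, live-cell protease substrate GF-AFC read by fluorescence after 30 min; activity scaled between DMSO (0%) and medium-only (-100%), curves Hill-fitted.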
The depositor's hits bear a star; i = inactive; ? = inconclusive; . = not tested or not shown; [ ] = dose if it differs, or a comment. Unless noted, calls follow the shape of the dose curve; as a rule, active = well fitted curve in the direction sought with a large enough effect; inconclusive = small, poorly fitted or top-dose-only effect, or another doubt; inactive = no such curve, though single readings can be large; an effect the other way counts as inactive or inconclusive. Unless noted, % is scaled to controls: 0 for no effect and ±100 for the full control effect.

SMILES	SNCA expr inhib	NIH3T3 tox	GPT2 inhibitor	HEK293 tox	FLuc inh	IP6K1 inh	SNCA viab count
Cc1ccc(-c2noc([C@@H](N)CCCCN)n2)nn1	0%	-26%	4%	-14%	11%	-4	0%
CN(C)[C@@H]1CO[C@H](CNC(=O)N2CCOCC2)[C@H]1O	4%[87.6 µM]	i	2%[88.5 µM]	-10%[230 µM]	0%[230 µM]	-3	4%[87.6 µM]
CCCn1c(=O)c2sccc2n2c(CCCC(=O)NC3CCC(C)CC3)nnc12 (stereo not drawn)	1%	.	.	.	.	30	-26%
Cc1ccc(OCCSc2nnc(-c3cccs3)o2)cc1Cl	10%	.	.	.	.	-14	-8%
Cc1cccc(C(=O)N2[C@@H]3CC[C@H]2CC(NC(=O)c2cnc(C)cn2)C3)c1 (stereo partly drawn)	10%	?	-2%	-15%	-9%	3	10%
COc1cccc(CN2CCc3c(cc(C(=O)Nc4ccccc4)n3C)C2)c1	184%[activator]	?	?	45µM*	16µM*	-10	3%
CN(C1CCCCC1)S(=O)(=O)c1ccc2c(c1)c(=O)c(C(=O)NCc1ccc(F)cc1)cn2C	?	.	.	.	.	12	2%
COC(C)c1ccc(-c2cc(C(=O)O)cc(S(=O)(=O)NC(C)C)c2)cc1 (stereo not drawn)	6%	-1%	-14%	-9%	-5%	0	0%
CC1CCN(CC2CCCN(S(=O)(=O)c3ccc(F)cc3)CC2)CC1 (stereo not drawn)	-13%	-28%	i	-28%	0%	0	4%
COc1ccc(S(=O)(=O)N2CCn3nnc(CCC(=O)NC4CC4)c3C2)cc1	-24%	i	4%	i	0%	-4	-10%
CCOc1ccc(S(=O)(=O)N2CCC3(CC2)CN(C)CC3COC)cc1 (stereo not drawn)	8%	?	-24%	?	-4%	8	6%
O=C(COc1ccccc1Cl)NCC1(N2CCOCC2)CCCCC1	-5%	.	.	.	.	9	-4%
Cc1ncoc1C(=O)N1CC[C@H]2C(=O)NCCCCCCN(Cc3ccncc3)[C@@H]2C1	?	-8%	i	i	-7%	5	-1%
COc1ccc(C(=O)NC2CCN(c3cnn(CC4CC4)c(=O)c3)CC2)cc1F	-16%	-15%	1%	-3%	-3%	11	-10%
COc1ccc(OC2CCN(C(C)=O)CC2)c(C(=O)NC(C)c2cn(C)nc2C)c1 (stereo not drawn)	-1%	2%	i	-3%	?	24	-20%
O=C(CCC1CCCC1)N1CCN2CCS(=O)(=O)N(C3CC3)C(=O)C2C1 (stereo not drawn)	23%	-20%	i	-8%	.	21	-10%
COc1cc(OC)c(NC2(c3ccccc3)C(=O)c3ccccc3C2=O)cc1Cl	?	.	.	.	.	8	13%
COc1cccc(CN2CCNC(=O)C2CC(=O)N2CCNC(=O)C2)c1OC (stereo not drawn)	5%	-6%	-2%	-3%	2%	7	-5%
COc1ccc(N(CC(=O)NCCc2cccc(C)c2)S(=O)(=O)c2c(C)nn(C)c2C)cc1	-22%	.	.	.	.	-7	0%
CC(C)(O)C1CC=C(C(=O)OCC2OC(Oc3c(O)cc(C(=O)O)cc3O)C(O)C(O)C2O)CC1 (stereo not drawn)	.	.	2%[27.3 µM]	.	.	6	-1%[23.9 µM]
OC[C@@H]1O[C@H](CN(Cc2cccc(Cl)c2)Cc2cccc(Cl)c2)[C@H](N2CCN(c3ccccn3)CC2)[C@@H]1O	-2%	?	-17%	?	0%	18	-12%
O=C(CCS(=O)(=O)c1cc(Br)cc2c1N(C(=O)C1CC1)CC2)Nc1ccc(Br)cc1F	-20%	.	.	.	.	0	1%
O=c1[nH]c(N2CCc3ccccc3C2)nc2c1CCN(Cc1ccccc1)CC2	4%	i	i	7%	16%	-4	-2%
CCn1ncc(N2CCCC(CC(=O)N3CCN(c4ccccc4)CC3)C2)cc1=O (stereo not drawn)	11%	-23%	i	?	3%	6	-4%
CNC(=O)[C@H]1C[C@H](Oc2ccccc2)CN1C(=O)Nc1cccc(C)c1	-6%	-8%	i	-14%	3%	1	-10%
O=C(N[C@H]1CCN2C(=O)c3cc(-c4ccc5c(c4)OCO5)ccc3NC(=O)[C@H]12)c1cccc(F)c1	14%	79µM*	i	?	-29%	-1	-19%
COc1ccc(CNC(=O)N2CCc3nc(-c4ccccc4)[nH]c3C2)cc1	-8%	?	i	?	.	4	5%
CC(C)c1cnc(-c2ccccc2)[nH]1	161%[activator][87.6 µM]	-24%[174 µM]	i	?	.	10	-13%[87.6 µM]
COCCn1c(=O)c(C(=O)NCCc2ccccc2F)nc2cccnc21	-1%	-23%	i	-14%	.	12	0%
CSc1ccc(-c2cccc(CN3CCC(NC(=O)c4cccc(Cl)c4)CC3)c2)cc1	.	-15%	.	-15%	.	6	.
Cc1cn2c(=O)c(S(=O)(=O)NCCc3ccccc3)c(C)nc2s1	6%	.	.	.	.	-7	9%
CN1CCCCCCN(S(=O)(=O)N(C)C)[C@H]2CCC[C@H]2C1=O	17%	3%	i	5%	-7%	1	5%
Cc1ccccc1CC(=O)N1CCCC(c2noc(COc3ccccc3)n2)C1 (stereo not drawn)	-4%	?	-7%	45µM*	-14%	27	-2%[12.5 µM]
Cc1ccc(CNC(=O)CCc2c(C)nc3nc(C)nn3c2C)cc1	11%	.	.	.	.	-8	-6%
Cc1ccc(-c2nnc(C3CN(C(=O)c4ccc(C)c(F)c4)CC34CCOCC4)o2)cc1 (stereo not drawn)	0%	-2%	i	?	-3%	12	-5%
CCOc1ccc(C(=O)N2CCN(Cc3cc(=O)n4nc(-c5ccccc5Cl)sc4n3)CC2)cc1	7%	.	.	.	.	16	5%
COc1ccc(-c2cc(N3CCC(NC(=O)COc4ccc(F)cc4)CC3)n[nH]2)cc1	-26%	?	i	?	-2%	8	-5%
Cn1nccc1C(=O)N1CCC(c2nn(C)c3c2COCC3)CC1	2%	0%	i	-1%	7%	5	2%
Cc1c(NC(=O)c2ccc(-c3ccc(F)cc3)o2)cccc1-c1nc2ncccc2o1	?	.	.	.	.	14	-9%
O=C(Nc1ccc2c(c1)OCO2)C1CCCN(c2cnn(Cc3ccccc3)c(=O)c2)C1 (stereo not drawn)	51%[activator]	?	5%	?	?	15	?

Next part; it opens with the two that closed the last part.
SMILES	SNCA expr inhib	NIH3T3 tox	GPT2 inhibitor	HEK293 tox	FLuc inh	IP6K1 inh	SNCA viab count
Cc1c(NC(=O)c2ccc(-c3ccc(F)cc3)o2)cccc1-c1nc2ncccc2o1	?	.	.	.	.	14	-9%
O=C(Nc1ccc2c(c1)OCO2)C1CCCN(c2cnn(Cc3ccccc3)c(=O)c2)C1 (stereo not drawn)	51%[activator]	?	5%	?	?	15	?
O=C1CS(=O)C2(CCNCC2)N1Cc1cccc(F)c1 (stereo not drawn)	-27%	2%	-12%	-11%	-17%	-8	0%
Cc1ccn2c(Nc3ccccc3)c(-c3c[nH]c4ccccc34)nc2c1	84%[activator]	.	.	.	.	-10	?
CCn1cc(S(=O)(=O)N2CCC3(CC2)N(CC2CC2)C(=O)CS3=O)cn1 (stereo not drawn)	?	i	i	-1%	10%	1	1%
CCS(=O)(=O)N1CCC[C@H]1C(=O)N1CCCCCCNC(=O)CC1	5%	-13%	i	-2%	-3%	-10	-1%
CCOc1ccc(CCNC(=O)c2cnc3sc(N4CCOCC4)nn3c2=O)cc1	?	.	.	.	.	21	6%
COC(=O)C1=C(C)N=C2SC=C(CC(=O)N3CCCC(C(N)=O)C3)N2C1c1cccc(Cl)c1 (stereo not drawn)	3%	-23%	?	-22%	-14%	26	-3%
CC(C)c1noc(-c2cn(C3CCN(C(=O)c4cccc(F)c4)C3)nn2)n1 (stereo not drawn)	-11%	?	i	?	0%	5	5%
CC(C)c1ccc2c(c1)C(=O)CC1C(C)(C(=O)O)CCCC21C (stereo not drawn)	.	.	-13%[27.3 µM]	.	.	4	-6%
CC(=O)c1ccc(N2C(=O)N(Cc3ccc(F)cc3)c3ccccc3S2(=O)=O)cc1	-6%	.	.	.	.	26	-13%
OCC1(CCOc2ccccc2)CCCN(c2ncnc3sccc23)C1 (stereo not drawn)	-5%	?	-9%	?	-4%	-6	-7%
CN(C)CCN(C)C(=O)c1cc(-c2ccccc2F)cc2c1OCCN2Cc1cccnc1	-1%	?	i	79µM*	-3%	-20	-17%
COc1ccc(Cl)cc1S(=O)(=O)N1CCC(c2ccncc2)CC1	?	.	.	.	.	-3	-5%
COc1ccc(-c2nc(-c3nnn4c3COC(c3ccc(Cl)cc3)C4)no2)cc1F (stereo not drawn)	31%[activator]	i	i	12%	-5%	12	9%
CCOC(=O)c1c(NC(=O)CSc2cn(CCNC(=O)c3ccc(OCC)cc3)c3ccccc23)sc2c1CCCC2	42%[activator]	.	.	.	.	20	0%

A section taken from the entries so far, for reference:
SMILES	SNCA expr inhib	NIH3T3 tox	GPT2 inhibitor	HEK293 tox	FLuc inh	IP6K1 inh	SNCA viab count
O=C1CS(=O)C2(CCNCC2)N1Cc1cccc(F)c1 (stereo not drawn)	-27%	2%	-12%	-11%	-17%	-8	0%
Cc1ccn2c(Nc3ccccc3)c(-c3c[nH]c4ccccc34)nc2c1	84%[activator]	.	.	.	.	-10	?
CCn1cc(S(=O)(=O)N2CCC3(CC2)N(CC2CC2)C(=O)CS3=O)cn1 (stereo not drawn)	?	i	i	-1%	10%	1	1%
CCS(=O)(=O)N1CCC[C@H]1C(=O)N1CCCCCCNC(=O)CC1	5%	-13%	i	-2%	-3%	-10	-1%

Source: PubChem (National Center for Advancing Translational Sciences (NCATS))

An excerpt; rates above refer to the full screens.
